Source: PubChem (several laboratories)
MC4R barr agon: human MC4R agonism via beta-arrestin; U2OS MC4R beta-arrestin complementation, luminescence; percent of melanotan II response, DMSO zero; activation, % at 8.9 µM; P32245; 360,000 tested, 0.98% active;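 active = activation above a per-plate cutoff, the mean activation of sample wells on that plate plus 3 SD, cut at about 8% in these data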
Target sequence (P32245 whole entry, looked up): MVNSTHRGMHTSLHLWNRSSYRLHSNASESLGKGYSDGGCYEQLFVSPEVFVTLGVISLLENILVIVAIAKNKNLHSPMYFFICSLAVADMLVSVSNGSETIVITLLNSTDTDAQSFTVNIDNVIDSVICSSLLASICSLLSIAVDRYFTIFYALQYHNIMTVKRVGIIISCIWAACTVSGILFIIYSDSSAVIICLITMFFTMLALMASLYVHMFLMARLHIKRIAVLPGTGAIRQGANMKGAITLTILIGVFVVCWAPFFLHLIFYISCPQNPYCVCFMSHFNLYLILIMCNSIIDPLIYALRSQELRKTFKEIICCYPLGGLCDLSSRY
PDI turbidity: inhibitors of human protein disulfide isomerase. 350,000 tested, 0.052% active. P07237. PDI insulin aggregation turbidity, A650, 90 min. AID 588391. inhibition, % at 10 µM;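 active = mean inhibition across replicates of 30% or more, whatever share of single replicates reach that level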;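 note: absorbance from insulin aggregation driven by PDI reduction with DTT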
Target sequence (P07237 whole entry, looked up): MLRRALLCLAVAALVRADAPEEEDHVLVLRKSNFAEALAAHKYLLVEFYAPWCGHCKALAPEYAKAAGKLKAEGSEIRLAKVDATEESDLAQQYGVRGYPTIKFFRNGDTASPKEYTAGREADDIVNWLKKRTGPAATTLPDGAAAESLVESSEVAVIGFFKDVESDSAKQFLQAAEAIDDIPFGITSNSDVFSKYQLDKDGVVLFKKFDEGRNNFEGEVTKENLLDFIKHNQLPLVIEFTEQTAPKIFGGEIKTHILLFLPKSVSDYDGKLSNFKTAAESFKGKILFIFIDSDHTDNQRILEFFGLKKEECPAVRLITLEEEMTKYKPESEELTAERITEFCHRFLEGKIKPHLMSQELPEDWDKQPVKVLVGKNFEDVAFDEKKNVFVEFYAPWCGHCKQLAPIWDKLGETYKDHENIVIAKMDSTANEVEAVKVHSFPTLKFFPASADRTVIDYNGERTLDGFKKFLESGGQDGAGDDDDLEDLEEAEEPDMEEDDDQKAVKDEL
ABCB6 inh 2: blocks the human ABCB6 transporter; K562-ABCB6 porphyrin accumulation, flow cytometry, 1 h; stronger effect = lower value; 360,000 tested, 0.19% active; fluorescence ratio to DMSO, % at 10 µM; Q9NP58;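 active = fluorescence ratio to DMSO below 75%, the collection mean minus 3 SD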;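 note: signal is porphyrin accumulated inside mitochondria; 100% equals median channel fluorescence of DMSO control wells; lower ratio means ABCB6 inhibition with less porphyrin fluorescence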
CaV13 ICDI inh: Primary screen for inhibitors of IQ motif and Ca2+-dependent inactivation inhibitor domain binding in CACNA1D, Förster resonance energy transfer in living cells, …. 340,000 tested, 0.098% active. HEK cells, CFP/YFP FRET ICDI-IQ, plate reader, 10 min; percent FRET-ratio fall versus neutral wells. AID 743397. inhibition, % at 12.3 µM;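 active = mean replicate inhibition of at least 30% and at least 1% of replicates passing that level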;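 note: 0% = median of the neutral control wells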
Vif inh: blocks HIV Vif function | HEK293T cells, Vif self-association by quenched fluorescence, imaging, 24 h | AID 602346 | inhibition, % at 7.49 µM | 340,000 tested, 0.35% active; in the data active = inhibition above about 50%, passing the limit was not always enough; note: some results filed as inactive read as strong as hits
Glyco luc inh: N-linked glycosylation inhibition. 360,000 tested, 0.23% active. reporter increase, % at 12.5 µM. D54 ERlucT glycosylation luciferase reporter, 24 h; percent of 100 nM tunicamycin response;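 active = mean luciferase reporter signal, scaled so untreated is 0 and the glycosylation-blocking control 100, at or above a set limit in every replicate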;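 note: luciferase carries N-glycosylation sites so blocking glycosylation raises the light; 0% = median of neutral control wells and 100% = median of 100 nM tunicamycin wells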
m5-HT2A agonist: activates the mouse 5-HT2A serotonin receptor. P35363. CHO-K1 mHTR2A beta-arrestin complementation, luminescence; percent of 30 µM serotonin response. activation, % at 7.6 µM. 360,000 tested, 0.66% active. AID 624169;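 active = activation above a run cutoff, the mean activation of all tested compounds plus 3 SD, cut at about 14% in these data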;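 note: 0% = plate median of compound wells and 100% = 30 µM serotonin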
H9c2 protect: modulators protecting cardiomyocytes from myocardial damage; protection from H2O2 cell death, % at 20 µM; AID 588492; H9c2 cardiomyocytes, H2O2 injury protection, ATPLite, 2 h; 360,000 tested, 0.63% active;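 active = compounds giving at least 50% protection of heart cells from peroxide-induced death in the single-dose screen, raw or plate-pattern-corrected value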;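 note: 0% = DMSO wells with peroxide and 100% = DMSO wells without peroxide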
aDG glyco act: increases alpha dystroglycan glycosylation | Pro5-aDG cells, alpha-DG glycosylation AlphaScreen (IIH6); 0% Pro5, 100% B10-LARGE cell signal | AID 624168 | activation, % at 10 µM | 360,000 tested, 0.22% active;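 active = activation of at least 8% versus controls, or a plate z-score of at least 8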;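 note: Pro5 are CHO cells carrying HIG-tagged alpha-DG that lacks glycosylation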
MC4R antag cAMP: antagonists of human melanocortin 4 receptor (MC4R); 360,000 tested, 0.48% active; MC4R-expressing cells, MTII-stimulated cAMP, LANCE TR-FRET; inhibition, % at 6.5 µM;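 active = inhibition above its plate's cutoff, the mean of tested wells on that plate plus 3 SD, cut at about 29% in these data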;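 note: 0% = Melanotan II alone and 100% = Melanotan II plus saturating MCL0020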
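System: U2OS-MC4R stable cell line; Technique: Eu-cAMP/anti-cAMP TR-FRET, emission 671 nm; Repeats: single well per compound; Also added: Melanotan II; Dosing: one concentration, 6.5 µM nominal; Schedule: 30-min compound, 1-h challenge, 1-h detection, room temperature.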
Numbers without * were called inactive; / = not tested or not shown.

SMILES	MC4R barr agon	PDI turbidity	ABCB6 inh 2	CaV13 ICDI inh	Vif inh	Glyco luc inh	m5-HT2A agonist	H9c2 protect	aDG glyco act	MC4R antag cAMP
CC12CCC(=O)N1C(C(=O)Nc1ccc(Cl)c(Cl)c1)CS2 (centres undefined)	-0.8	8	98	-5	/	0	-3	0	0.0	8
O=C(NC1CCCCC1)c1ccc(-c2ccc(Cl)cc2)o1	2.6	-1	97	-6	-8	-1	-4	-11	1.8	8
CCc1ccc2[nH]c(=O)c(CN(CCCO)C(=O)NCc3ccccc3)cc2c1	-0.9	-4	101	-5	5	-1	-3	-2	-0.2	-6
CCC(C)Nc1nc(OCC(F)(F)F)nc(OCC(F)(F)F)n1 (centres undefined)	2.2	-4	96	/	-4	1	5	-3	-0.2	8
O=S(=O)(c1ccc(N2CCC(c3ccc(Cl)cc3)=N2)cc1)N(CCO)CCO	-1.9	13	91	-3	19	5	-9	9	1.0	8
CSCC[C@@H](C(=O)NCCCCCCCCCCC(=O)N1CCNCC1)n1cc(CCO)nn1	-0.1	-2	96	-10	-5	1	2	-1	0.1	7
CCOC(=O)CCCCCC(=O)Nc1ccc2c(c1)CC(=O)N([C@@H](C)CO)C[C@H](C)[C@@H](CN(C)Cc1ccccc1)O2	0.3	2	102	-3	6	0	1	7	0.2	8
Cc1cc(S(=O)(=O)N2CCN(c3ccc(F)cc3)CC2)ccc1-n1cnnn1	-1.4	-14	93	-4	5	-1	-6	-2	0.0	-4
O=C(c1cccc(C(F)(F)F)c1)c1c[nH]c(C(=O)NCC2CCCO2)c1 (centres undefined)	-1.4	-9	97	-6	-4	-2	3	-9	0.0	0
COc1ccc(N2CCN(C(c3cccs3)c3nnnn3C3CCCC3)CC2)cc1 (centres undefined)	4.2	-3	94	/	-4	-1	-2	2	0.0	7
CCN=C(NCC)SC1CC(=O)N(c2ccc(F)cc2)C1=O (centres undefined)	-0.1	/	107	-4	5	0	-1	18	0.0	-2
C=CCn1c(SCC(=O)Nc2sc3c(c2C#N)CCC(C)C3)nc2cc(C(=O)O)ccc2c1=O (centres undefined)	-0.3	-4	92	-6	-1	0	0	0	0.1	4
CCOc1c(C)cc2[nH]c(CCC(=O)O)nc2c1C	1.6	-5	100	/	2	1	0	9	0.2	1
Cc1cc(NCCN2CCOCC2)n2nc(C)c(-c3ccc(Cl)cc3)c2n1	-0.3	-1	97	-2	5	2	-6	-7	0.5	5
CC(=O)N1c2ccc(S(=O)(=O)N3CCCC3)cc2CC1C(=O)Nc1cc(C)cc(C)c1 (centres undefined)	-2.5	3	97	-5	-3	-1	-3	1	-0.2	7
O=C(O)CNC(=O)c1ccc(NC(=O)/C(=C/c2cccc([N+](=O)[O-])c2)NC(=O)c2ccco2)cc1	-5.3	-2	101	-5	-7	0	0	-1	-0.1	5
CCc1cc(C(=O)COc2ccc(F)cc2)c(O)cc1O	-3.0	4	94	-5	5	2	-6	-18	-0.3	-6
Cc1ccc(-n2c(C)cc(C(=O)CN3C(=O)C(=O)N(C4CCCC4)C3=O)c2C)cc1	-0.5	4	98	-2	4	-4	-2	-16	0.1	15
Cc1ccc(/C=C/C(=O)O)cc1S(=O)(=O)N1CCc2ccccc21	-1.8	7	95	-2	58*	1	-3	1	0.0	8
CC(=O)c1cccc(NC(=S)N2c3ccccc3CC2C)c1 (centres undefined)	-1.1	11	94	-2	-2	0	-4	-17	2.0	0
CC(=O)c1ccc(OCc2cc(C(=O)N(C)Cc3ncc(C)[nH]3)no2)cc1	1.6	5	99	-5	-6	-1	2	-2	0.3	-1
CCOc1ccc(C(=O)Nc2cnn(Cc3ccc(Cl)c(Cl)c3)c2)cc1	2.4	-7	104	-8	-12	-6	-1	-10	0.6	8
COc1ccc(C(=O)Nc2cc(C)nn2-c2cccc(F)c2)cc1OC	-0.4	8	91	-4	-4	-1	1	1	-0.1	9
CCCCn1c(=NC(=O)c2ccco2)c(C(=O)OCC)cc2c(=O)n3cccc(C)c3nc21	2.1	0	107	6	-3	4	5	-14	1.0	-2
CCc1noc(C)c1C(=O)OCC(=O)NC(=O)c1ccccc1	-2.2	-1	101	-8	-3	2	-1	11	-0.2	1
SMILES	MC4R barr agon	PDI turbidity	ABCB6 inh 2	CaV13 ICDI inh	Vif inh	Glyco luc inh	m5-HT2A agonist	H9c2 protect	aDG glyco act	MC4R antag cAMP
CCCN1CCCC[C@H]1C(=O)Nc1c(C)cccc1C	0.5	0	100	-4	-3	0	5	-5	0.4	4
COc1ccc(NC(=O)COC(=O)Cc2ccccc2[N+](=O)[O-])cc1OC	-2.1	-7	94	-4	/	0	1	-21	1.0	11
Cc1cccc(-n2c(SCC(=O)Nc3nnc(C)s3)nnc2-c2ccoc2C)c1	-0.2	-4	90	-1	-7	2	-1	-1	0.2	12
CCOC(=O)c1c2c3c(cccc3[nH]c1=O)C(=O)c1ccccc1-2	-1.2	1	107	-1	-9	3	7	16	-0.2	-12
COc1ccc(OCCC(=O)Nc2cc3c(cc2C(=O)O)OCCCO3)cc1	-1.8	-8	101	-6	-1	1	0	4	0.0	4
Cc1c(O)c2c(=O)n(-c3ccccc3)c(-c3ccccc3)cc2oc1=O	1.4	0	96	-5	-2	3	4	7	0.0	-1
COc1cc(NC(=O)c2ccc3c(c2)S(=O)(=O)N=C2CCCCCN23)cc(OC)c1	-1.0	6	98	-1	-3	2	3	6	-0.1	5
COc1ccc(C)cc1N(CC(=O)N1CCCC1)S(C)(=O)=O	-1.6	4	96	-19	-3	1	-4	-5	-0.1	10
Cc1ccc(NC(=O)CN2C(=O)NC(C)(c3ccc(Cl)cc3)C2=O)c(Br)c1 (centres undefined)	-1.3	5	104	-2	3	8	-1	-1	0.0	17
COc1ccc(Cn2nnnc2C(c2cccs2)N2CCN(c3ccc([N+](=O)[O-])cc3)CC2)cc1 (centres undefined)	-1.4	6	91	-5	-20	-7	1	1	1.0	14
O=C(NNC(=O)c1cccs1)c1ccc(Cl)c(Cl)c1	1.8	-9	97	1	-4	1	3	0	-0.1	-2
Cc1ccc(/C=N/NC(=O)COc2ccccc2-c2ccccc2)cc1	1.4	3	94	-18	-2	9	2	2	0.1	-20
O=C(COc1ccc2ccc(=O)oc2c1)NC1CCS(=O)(=O)C1 (centres undefined)	-0.3	-4	101	-6	-7	-1	7	0	0.3	2
O=C(NC1CCCCC1)C(c1cccnc1)N(C(=O)c1ccc(Cl)nc1)C1CCCCC1 (centres undefined)	-1.8	-12	101	0	1	1	3	1	1.0	-4
COc1ccc(C(=O)N2CCCC(Nc3ccc(C(C)C)cc3)C2)c(OC)n1 (centres undefined)	-1.7	-2	96	-7	1	3	-9	0	-0.1	9
O=S(=O)(Cc1ccccc1)N1CCN(Cc2ccccc2)CC1	1.0	-3	99	-8	15	0	0	-4	-0.1	2
Cn1c(-c2ccc(F)cc2)cnc1SCC(=O)N1CCCc2ccccc21	0.5	1	103	3	-1	4	-2	2	0.1	19
Cc1nnc(SCC(=O)NC2CCCCC2)n1C1CCCCC1	0.2	2	98	-8	-4	3	3	5	-0.2	8
Cc1c(Br)c([N+](=O)[O-])nn1CC(=O)Nc1cccc2nonc12	-1.0	12	97	-9	14	-3	-1	-10	-0.8	5
Fc1ccc(Br)cc1/C=N/N1CCN(c2ccccc2)CC1	0.4	0	100	-19	-6	2	-2	8	-0.1	14
COc1ccc(NC(=O)c2ccc3nc[nH]c3c2)c(OC)c1	1.7	1	101	-3	-17	1	3	5	-0.1	23
COC(=O)COc1ccsc1C(=O)OC	1.6	-5	102	-6	/	1	1	0	-0.2	11
CCN1CCN(CCC(=O)Nc2ccccc2OC)CC1	-1.5	3	100	-9	-3	0	4	4	-0.2	4
O=C(/C=C/c1ccc(S(=O)(=O)N2CCOCC2)cc1)NC(=S)NCCCn1ccnc1	-1.6	-3	107	/	/	-11	-4	-2	-0.2	10
Cc1cc(Br)ccc1NC(=O)c1ccccc1-c1ccccc1	-0.7	6	100	-3	-1	-2	-5	0	-0.1	9
SMILES	MC4R barr agon	PDI turbidity	ABCB6 inh 2	CaV13 ICDI inh	Vif inh	Glyco luc inh	m5-HT2A agonist	H9c2 protect	aDG glyco act	MC4R antag cAMP
Cc1cc(C)n2nc(C(=O)NCc3ccccc3)nc2n1	0.5	3	85	-6	19	2	-4	3	0.0	8
CCOC(=O)N1CCN(c2c(NCc3ccccn3)c(=O)c2=O)CC1	1.1	3	103	-6	-3	0	11	-8	-0.1	-10
COc1ccccc1NC(=O)CCC(=O)O	-1.2	-2	94	-4	-9	3	1	-1	0.2	9
CCN(CC)C(=O)CN1CCN(Cc2ccc3c(c2)OCO3)CC1	0.1	-1	98	-3	4	1	-6	9	0.3	10
O=c1[nH]cnc2c1C(c1ccc(Cl)cc1)c1c(nc[nH]c1=O)O2	2.0	9	100	/	3	1	4	1	0.2	-4
COC(=O)C1=CN(C)C=C(C(=O)OC)C1c1ccc(O)c(OC)c1	-0.6	0	94	-6	7	0	1	3	-0.2	7
CN(C(=O)c1cccc(NC(=O)Cc2ccc(NC(=O)C3CCCN(C(=O)C4CCC4)C3)cc2)c1)C1CC1 (centres undefined)	-3.0	8	99	-4	/	8	3	-4	0.3	-8
COc1ccc(C2CC(c3cccs3)=NN2C(=O)CSc2nncn2C)cc1OC (centres undefined)	-2.2	0	93	-4	3	1	1	-1	0.0	2
CCOC(=O)c1cc(C)nc(S(C)(=O)=O)c1C#N	-1.6	-2	97	9	-2	-6	3	2	0.2	39*
Cc1c(Cl)ccc2sc(NC(=O)c3ccco3)nc12	0.3	/	97	-6	6	-2	7	-16	0.1	-4
O=C1c2ccccc2NC(c2ccccc2)N1NS(=O)(=O)c1ccccc1 (centres undefined)	2.7	-2	100	-2	1	6	0	-3	-0.5	5
COc1ccc(S(=O)(=O)N2CCN(C(=O)c3cccnc3)CC2)cc1OC	-2.8	11	99	-1	14	0	-2	2	0.0	0
C=C1SC(=Nc2c(C)cc(C)cc2C)N(C(=O)c2sc3ccccc3c2Cl)C12CCCCC2	-1.3	-2	100	-3	-4	-5	-2	-5	0.0	14
Cc1cc(SCC(=O)N/N=C/c2ccc(O)c(O)c2)c(C)cc1Br	-0.7	-23	104	-4	/	-1	0	54*	0.1	11
CC(C)(C)NC(=O)C(=O)NCc1ccccn1	-2.4	-4	101	-4	5	3	-3	-9	-0.4	9
CCOC(=O)c1[nH]c2ccc(F)cc2c1NC(=O)CCN1CCOCC1	-1.2	6	95	8	5	1	3	6	-0.3	-1
CC(=O)c1c(C(C)=O)c(C)n(C2CCCCC2)c1C	-1.1	-4	103	/	6	-2	-3	6	-0.2	0
O=C(c1ccc2c(=O)n(Cc3ccc4c(c3)OCO4)c(=O)[nH]c2c1)N1CCN(c2ccccc2)CC1	-2.6	-2	97	-6	2	2	-5	5	0.1	5
